human PMI inhibitors – MPI inhibition at elevated mannose 6-phosphate – biochemical, fluorescence intensity, high mannose 6-phosphate, primary screen (AID 1220); recombinant PMI enzyme, coupled fluorescence intensity; higher % means a stronger effect; one-dose inhibition, % at 20 µM; IC50 in µM for titrated hits; 0.66% of 190,000 active
Myeloid diff 2 – myeloid differentiation induction. ER-HoxA9 myeloid progenitors, lysozyme-GFP differentiation, flow cytometry. calls only at 10 µM. 1% of 360,000 active. AID 624256;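 active = normalized GFP-positive differentiation at or above the plate's own cutoff, the solvent-only control mean plus 3 SD; inconclusive = no clear call, values can overlap the other calls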;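 also: cells exposed to compound for four days before flow analysis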
human PMI inhibition – MPI enzyme activity inhibition – biochemical, fluorescence intensity, coupled assay, primary screen (AID 1209) | purified PMI enzyme, coupled fluorescence intensity; higher % means a stronger effect | one-dose inhibition, % at 20 µM; IC50 in µM for titrated hits | 0.42% of 190,000 active;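 also: plate controls were DMSO vehicle for no effect and wells lacking substrate for full effect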
SIAH1 antagonists – Siah-1 peptide-binding antagonists, primary screen, biochemical, fluorescence polarization, rhodamine-plectin, uHTS (AID 1817) | Siah-1 / rhodamine-plectin peptide fluorescence polarization; higher % means a stronger effect | one-dose displacement, % at 20 µM; IC50 in µM for titrated hits | 0.02% of 290,000 active;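 active = displacement of at least 50% at 20 µM, with a fluorescence ratio check between 0.3 and a set limit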;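 also: plate controls were Siah plus tracer with DMSO for no effect and tracer alone without Siah for full effect; strong numbers were not always called active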
RSV antiviral HEp-2 – inhibition of RSV-induced cytopathic effect – HEp-2 cells, primary 10 µM value included (AID 2391). HEp-2 cells, RSV-induced CPE inhibition; higher % means a stronger effect. one-dose CPE inhibition, % at 10 µM; IC50 in µM for titrated hits. 0.13% of 310,000 active; in the data active = a potency from the dose series; inconclusive = CPE inhibition mostly from about 23% at the one dose, without a potency; inactive = the rest, 99 in 100 with CPE inhibition below about 21%; also: strong numbers were not always called active
Salmonella PhoP GFP – PhoP-dependent GFP reporter repression – Salmonella Typhimurium, primary screen (AID 1863) | inhibition, % at 50 µM; hits with a dose series show IC50 in µM | S. Typhimurium PhoP-regulated promoter GFP reporter, 4 h; higher % means a stronger effect | 0.16% of 300,000 active;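 active = inhibition over 29.93%, a cutoff 3 SD above the screen mean, later confirmed by dose response; inconclusive = inhibition over 29.93% but no dose response follow-up; inactive = inhibition at most 29.93% or unconfirmed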;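 also: 0% = low Mg2+ inducing control and 100% = high Mg2+ repressing control; strong numbers were not always called active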
XIAP displacement – small molecules displacing peptide from XIAP – biochemical, IAP family, fluorescence polarization (AID 1018) | 0.007% of 200,000 active | XIAP BIR domain, fluorescence polarization peptide displacement; higher % means a stronger effect | one-dose displacement, % at 20 µM; IC50 in µM for titrated hits; in the data active = displacement above about 50%; also: a part of the inactive calls stands beside numbers as strong as those of hits
WT yeast gro inh – growth inhibition of WT yeast, mitochondrial fusion screen; mitochondrial fusion phenotypic screen, WT strain; inhibition, % at 10 µM; 2.1% of 190,000 active; in the data active = inhibition above about 58%; tested in S. cerevisiae
TNAP activation fold – stimulation of alkaline phosphatase TNAP activity – biochemical, luminescent, no phosphate acceptor, uHTS, primary screen (AID 1001); 0.03% of 200,000 active; one-dose activation fold at 20 µM; EC50 in µM for titrated hits; purified TNAP, luminescent activation assay, no phosphate acceptor; higher activation fold means a stronger effect; in the data active = activation fold from about 3, or a potency from the dose series; inactive = the rest, 99 in 100 with activation fold below about 1.6; also: many of its hits are not listed in these tables
WT yeast gro inh mutant strain – second read-out of WT yeast gro inh, no call of its own (marks repeat the call); inhibition, %; mitochondrial fusion phenotypic screen, mutant strain inhibition
Myeloid diff 2 GFP+ MAC1+ % – also measured in Myeloid diff 2; calls as there; GFP+ MAC1+ double positive, %; measured here: differentiation confirmed by MAC1 staining
An asterisk follows results filed as active; i = inactive; u = inconclusive; x = no result given. Rule as the data show it, unless noted: active = inhibition above about 50%; inactive = the rest.

Values run as follows: human PMI inhibitors | Myeloid diff 2 | Myeloid diff 2 GFP+ MAC1+ % | human PMI inhibition | SIAH1 antagonists | RSV antiviral HEp-2 | Salmonella PhoP GFP | XIAP displacement | WT yeast gro inh | WT yeast gro inh mutant strain | TNAP activation fold
1) C=CCn1c(SCC(=O)Nc2nccs2)nnc1-c1cc2cccc(OC)c2o1
→ 3% | i | 1.7 | 7% | -3% | 1.3% | -4% | -6.4% | -1 | -6 | 1
2) C[C@H]1C(=O)N(C)CCN1Cc1cn(C)nc1-c1ccc(Oc2ccccc2)cc1
→ 10% | i | 0.2 | 8% | -2% | 2.6% | x | -6.2% | -6 | -12 | 1
3) CC(C)CC(=O)NC(=S)Nc1ccc(F)cc1F
→ 2% | i | 0.1 | 5% | -4% | 2.4% | 4% | -10% | -38 | -2 | 1.1
4) Cc1ccc(CNC(=O)C(=O)NCC2OCCN2C(=O)c2ccc3c(c2)OCO3)cc1 (stereo not given)
→ 10% | i | 0.3 | 10% | 2% | -0.1% | -3% | -5.4% | 5 | -9 | 1
5) Fc1ccc(C(c2nnnn2C2CCCC2)N(Cc2ccco2)CC2CCCO2)cc1 (stereo not given)
→ 3% | i | 2.4 | 15% | 0% | u | -2% | -1.7% | 14 | -11 | 1
6) CCOC(=O)c1c(NC(=O)CS(=O)(=O)c2cn(CC)c3ccccc23)sc2c1CCCCC2
→ 11% | i | 5.6 | 13% | -3% | 16% | 1% | -7.9% | 10 | -11 | 1
7) CC1(C)Cc2c(C#N)c(OCC(=O)c3ccc(Cl)cc3)nc(-c3ccoc3)c2CO1
→ -8% | i | 0.7 | -6% | 3% | 0.4% | -2% | -3.2% | -1 | 8 | 1.1
8) COCCCNCCCCOc1ccccc1-c1ccccc1
→ -1% | i | 4.6 | -3% | -2% | -0.8% | 18% | -4.8% | 13 | 7 | 1
9) O=C(O)C1CC(=O)N(c2ccc(OCc3ccc(Cl)cc3Cl)cc2)C1 (stereo not given)
→ 6% | i | 6.8 | 12% | 2% | 4.0% | -9% | -23% | 2 | -5 | 1.1
10) Cc1ccc(NC(=O)Cn2nnc(C(=O)NCCc3ccccc3)c2N)c(C)c1
→ x | i | 5.1 | x | 10% | 1.4% | 2% | x | x | x | x
11) Cc1ccc(OCCOCCn2cnc3ccccc3c2=O)cc1C
→ 14% | x | x | 12% | 2% | 39% | -5% | -6.5% | -7 | 4 | 1.1
12) O=C(Nc1ccccc1)/C(=C/c1ccc([N+](=O)[O-])cc1)NC(=O)c1ccccc1
→ -2% | i | 0.8 | -4% | 1% | 2.1% | 0% | -4.5% | -1 | -9 | 1.1
13) C=CCn1c(SCC(=O)c2ccccc2)nnc1-c1cc2ccccc2o1
→ 9% | i | 0.8 | 6% | 4% | 19% | -2% | -3.8% | 8 | -2 | 1.1
14) Cc1cc(C)c2oc(C(=O)N3CCN(Cc4ccccc4)CC3)cc(=O)c2c1
→ x | i | 0.6 | x | 3% | 6.0% | 0% | x | x | x | x
15) COc1ccccc1OCCNC(=O)c1cc([N+](=O)[O-])cc([N+](=O)[O-])c1
→ 12% | i | 0.3 | 2% | 12% | 0.3% | -11% | -0.9% | 5 | -1 | 1.1
16) Cc1nnc(C)n1/N=C/c1cc(Br)cc(Br)c1O
→ -22% | i | 0.1 | -5% | 2% | u | 9% | -6.1% | -4 | 11 | 1.1
17) COc1ccc(CCNC(=O)c2oc3ccc(S(=O)(=O)N4CCOCC4)cc3c2C)cc1OC
→ 13% | i | 1.3 | 6% | 2% | 4.4% | 7% | -2.5% | 5 | 7 | 1
18) COc1ccc(C(=O)NCCSc2ccc(C)cc2)cc1
→ 3% | i | 1.9 | 0% | 2% | 2.8% | -2% | -3.9% | 1 | -8 | 1.1
19) C[C@@H](C(=O)Nc1cccnc1)n1c(=O)[nH]c2ccccc2c1=O
→ x | i | 0.5 | x | -3% | 1.4% | -4% | x | x | x | x
20) CC(C(=O)Nc1cccc(S(=O)(=O)N2CCOCC2)c1)N1CCN(C)CC1 (stereo not given)
→ x | i | 0.3 | x | 0% | 1.7% | -4% | x | x | x | x
21) COc1ccc(N2CCN(C(=O)c3ccc(CS(=O)(=O)c4ccc(OC)cc4)o3)CC2)cc1
→ 3% | i | 4.0 | 3% | 0% | 2.6% | 1% | -2.4% | -2 | -7 | 1.1
22) O=C1OCCC1Sc1nnc(-c2cccc(Br)c2)o1 (stereo not given)
→ -1% | i | 0.6 | 6% | 1% | 0.7% | -3% | -2.6% | -14 | -18 | 1.1
23) Cc1ccc(NCC(=O)Nc2ccc(Br)cc2)cc1C
→ x | i | 0.3 | x | 4% | 2.3% | 3% | x | x | x | x
24) Cc1ccc(-c2cn3cccc(C)c3n2)cc1
→ -9% | i | 0.1 | -5% | -3% | x | 5% | -9.9% | 5 | 14 | 1
25) CN(C)c1nc(N)c([N+](=O)[O-])c(N2CCCCCC2)n1
→ x | i | 0.4 | x | 1% | 1.3% | 17% | x | x | x | x
26) Cc1ccccc1OCCC(=O)NCCc1ccc(S(N)(=O)=O)cc1
→ -12% | i | 0.7 | -1% | 5% | 1.0% | 3% | -6.8% | 9 | 14 | 1.1
27) O=C(NC1CC1)C1=C[C@H](C2CCCCC2)C[C@H](OCc2ccc(CO)cc2)O1
→ 17% | i | 0.5 | 9% | 1% | 2.1% | -8% | -19% | -6 | -5 | 1
28) CCOc1ccc(C(=O)COc2ccc(NC(C)=O)cc2)cc1
→ -11% | i | 1.0 | -10% | 2% | -0.4% | -6% | -5.4% | -7 | -4 | 1.1
29) COc1cc(/C=C/C2=NC(=O)C(C)(C)O2)ccc1O
→ 9% | x | x | 0% | 4% | 3.5% | 18% | -2.4% | -1 | 10 | 1.1
30) Cc1ccc(N(C(=O)c2ccn[nH]2)C(C(=O)NC2CCCC2)c2cccs2)cc1 (stereo not given)
→ 3% | x | x | 5% | -8% | -0.9% | 5% | -2.3% | -4 | -30 | x

Carrying on.
No. | molecule | human PMI inhibitors | Myeloid diff 2 | Myeloid diff 2 GFP+ MAC1+ % | human PMI inhibition | SIAH1 antagonists | RSV antiviral HEp-2 | Salmonella PhoP GFP | XIAP displacement | WT yeast gro inh | WT yeast gro inh mutant strain | TNAP activation fold
31 | Cc1cc(C)nc(SCc2cn3c(C)cccc3n2)n1 | x | i | 0.7 | x | 6% | 3.3% | 4% | x | x | x | x
32 | COc1ccc(S(=O)(=O)N(CC(=O)NCc2ccco2)c2ccccc2OC)cc1 | x | i | 5.3 | x | -1% | 1.0% | 3% | x | x | x | x
33 | Cc1c(C(=O)N2CCN(c3ccccc3)CC2)oc2c(F)cccc12 | x | i | 0.8 | x | 5% | 7.5% | 6% | x | x | x | x
34 | Cc1ccc(-n2[nH]c(C)c(/C=N/Nc3ccc([N+](=O)[O-])cc3[N+](=O)[O-])c2=O)cc1 | -5% | i | 0.4 | 12% | 7% | 9.1% | 5% | -0.8% | 47 | 45 | 0.7
35 | COc1ccc(C2c3[nH]c4ccccc4c3C[C@H]3C(=O)N(C)CC(=O)N23)cc1OC (stereo not given in full) | x | i | 0.7 | x | 4% | 2.8% | 4% | x | x | x | x
36 | Fc1ccc(-c2ccc(NCCN3CCOCC3)nn2)cc1 | x | i | 0.2 | x | -5% | 0.5% | 6% | x | x | x | x
37 | O=C(NC1CCN(C(=O)Nc2ccccc2Cl)CC1)c1ccco1 | x | i | 1.3 | x | 0% | 1.2% | 1% | x | x | x | x
38 | Cc1cc(NC(=O)CCC(=O)N(Cc2cccs2)C(C(=O)NC2CCCC2)c2ccncc2)no1 (stereo not given) | 6% | i | 0.6 | 4% | 2% | 0.9% | 7% | -2.5% | 11 | -3 | 1.2
39 | Cc1ccc(NC(=O)CCNS(=O)(=O)c2ccccc2)c(C(=O)c2ccccc2)c1 | 1% | i | 1.2 | 9% | -7% | -0.2% | -8% | -7.3% | 12 | 10 | 0.9
40 | O=C(COC(=O)c1cc(Br)ccc1Cl)NC(=O)NCc1ccccc1 | 3% | i | 0.2 | 29% | 4% | 0.8% | -7% | -1.8% | -9 | -19 | 1.1
41 | O=C(CNC(=O)c1ccncc1)Nc1ccc(F)c(F)c1 | x | u | x | x | 3% | -0.1% | -2% | x | x | x | x
42 | Cc1cc(SCNC(=O)c2ccccc2)nc(C(C)C)n1 | -60% | i | 0.6 | -32% | 10% | 1.6% | 3% | -2.9% | 9 | 2 | 1.1
43 | Cc1nn(Cc2ccccc2)c(Cl)c1/C=C/C(=O)OC(C)C(=O)N1CCCC1 (stereo not given) | 0% | i | 0.5 | -4% | 2% | 4.4% | -8% | -13% | -7 | -31 | 1.1
44 | COc1ccc(Oc2cn[nH]c2-c2ccc(OCC(=O)NN)cc2O)cc1 | x | i | 1.3 | x | -6% | 0.3% | 22% | x | x | x | x
45 | CC(C)Cn1c(N)c(C(=O)NCCN2CCOCC2)c2nc3ccccc3nc21 | 21% | i | 3.2 | 25% | -8% | 1.4% | 0% | -2.9% | 7 | 0 | 1.2
46 | Cc1cc(C)cc(N(C(=O)Cc2cccs2)C(C(=O)NC2CCCCC2)c2ccccn2)c1 (stereo not given) | 8% | i | 1.2 | -2% | 0% | 4.5% | 2% | -5.9% | -4 | 1 | 1
47 | CCC(CC)c1nnc(NC(=O)C2=NNC(=O)CC2)s1 | -3% | i | 0.6 | -3% | -2% | 0.4% | -5% | 4.0% | 5 | 1 | 1.2
48 | CCC1CCCCN1CCCNC(=O)Cn1cc2c(n1)-c1c(oc(C(=O)N3CCCC3)c1C)CC2 (stereo not given) | x | i | 4.1 | x | 1% | 1.1% | -1% | x | x | x | x

Source: PubChem (several laboratories)
